# S2 tox: cell viability loss in ATXN counter-screen. 0.49% of 400,000 active. Potency, µM (highest dose often 56.7 µM), most hits filed as cytotoxic. S2 cells (HEK-293 line with an ATXN2-luciferase reporter) viability, CellTiter-Fluor protease fluorescence, 24 h. AID 651635; also: potency is read from the fitted curve at half-maximal effect; nearly all actives have a fitted effect of over 40% in size
# Nrf2 ARE act: activators of Nrf2 (ARE) signaling | AID 624171 | Potency, µM (highest dose often 46.1 µM), for inactives: top-dose activation, most hits filed as activators | 0.31% of 410,000 active | AREc32 ARE-luciferase reporter (MCF7-derived line), luminescence, 24 h; also: potency is read from the fitted curve at half-maximal effect; % of control where 0% means no effect; nearly all actives have a fitted effect of over 65% in size
#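 Luciferase luminescence (Steady-Glo, 30 min at room temperature) served as the read-out of ARE activation in AREc32 cells treated with compounds for 24 hr at 37 deg C.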
# ATXN2 expr inh: inhibitors of ATXN2 expression; HEK-293 ATXN2-luciferase reporter, luminescence, 24 h; Potency, µM (highest dose often 57 µM), inactives show top-dose activity change, negative = inhibition, usual class: inhibitors; 0.72% of 360,000 active; AID 1745845; also: potency is read from the fitted curve at half-maximal effect; % is scaled to controls: 0 for no effect and ±100 for the full control effect; nearly all actives have a fitted effect of over 55% in size
#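 ATXN2-luciferase reporter cells (luciferase flanked by upstream and downstream ATXN2 gene portions) were treated 24 h at 37 °C with compounds at up to 57 uM. SteadyGlo luminescence gave expression; GF-AFC fluorescence gave viability.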
# HepG2 viability: counter-screen for TGF-b inhibitors: cytotoxicity in HepG2 cells. HepG2 CAGA-GFP viability, ATP luminescence, 18 h. Potency, µM (top dose mostly 46.1 µM), for inactives: at the highest dose activity change, negative = cytotoxicity, hits mostly cytotoxic. 0.76% of 410,000 active; also: potency is read from the fitted curve at half-maximal effect; some results filed as inactive show a strong effect at the top dose
#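 CellTiter-Glo luminescence gave cytotoxicity after 18 hours at 37 degrees C. The cells were HepG2 CAGA-GFP in 1% FBS DMEM, stimulated with 500 pg/mL TGF-beta after compound addition. %Activity was normalised to no-cell wells (complete cell-killing) and DMSO (no toxicity), and curves were fitted and classified.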
# IL-1B inflam inh: blocks inflammasome-driven IL-1 beta release; 4.7% of 360,000 active; AID 743279; activity change, % at 57.5 µM; THP-1 LPS/ATP IL-1B secretion, AlphaLISA, 16 h; stronger effect = lower value; in the data active = activity change below about -50%; inconclusive = mostly about -30% to -49%; also: % is scaled to controls: 0 for no effect and ±100 for the full control effect
#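 Secreted IL-1B measured by AlphaLISA bead assay after 16 h compound exposure of THP-1 cells; compounds (final up to 57.5 uM) added 1 h before LPS (250 ng/mL) and ATP (1.25 mM) stimulation; lower signal means less secretion.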
# MCF10A rerep: inducers of DNA re-replication in MCF 10A breast cells | MCF 10A DNA re-replication, Hoechst nuclear intensity, 48 h | Potency, µM (titrated, usually from 46.1 µM), inactives show at the top dose activity, positive = re-replication, usual class: activators | 2.9% of 350,000 active | AID 624296; also: potency is read from the fitted curve at half-maximal effect; % of control where 0% means no effect; nearly all actives have a fitted effect of over 50% in size
# A549 tox: counter-screen for Nrf2 inhibitors: cytotoxicity in A549 cells. A549 ARE-Fluc cells, CellTiter-Fluor viability, 18-24 h. Potency, µM (doses to about 46 µM), for the others: at the top dose activity change, negative = cytotoxicity, usual class: inhibitors. 0.16% of 390,000 active; also: potency is read from the fitted curve at half-maximal effect; % is scaled to controls: 0 for no effect and ±100 for the full control effect
#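 A549 ARE-Fluc cells in 5% FBS OPTI-MEM, 5000 cells/well, rested 2 h then exposed to compounds in concentration-response for 18-24 h at 37 °C. Viability by CellTiter-Fluor fluorescence (Ex 405/Em 525) after 30 min; luciferase luminescence (BugLite, 15 min, RT) read afterwards.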
# TGFb SMAD3 inh: blocks TGF-b signaling. HepG2 CAGA-GFP TGF-b/SMAD3 reporter, GFP fluorescence, 18 h; TGF-beta stimulated, 500 pg/mL final. Potency, µM (titrated, usually from 46.1 µM), for the others: at the top dose activity, negative = inhibition, most hits filed as inhibitors. 1.2% of 410,000 active; also: potency is read from the fitted curve at half-maximal effect; % is scaled to controls: 0 for no effect and ±100 for the full control effect; nearly all actives have a fitted effect of over 65% in size
#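 Read-out: total well GFP (ex488/em500-530) summed from mean per-cell fluorescence. Cells: HEPG2 CAGA-GFP, 1% FBS DMEM, 18 h at 37 degrees C with 500 pg/mL final TGF-beta. Unstimulated wells served as the full-inhibition control; stimulated DMSO wells = 0%.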
# Nrf2 inh: Nrf2 pathway inhibition; A549 ARE-Fluc reporter, luciferase luminescence, 18-24 h; Potency, µM (series often up to 46 µM), inactives show top-dose activity change, negative = inhibition, actives largely listed as inhibitors; 2.1% of 360,000 active; AID 504444; also: potency is read from the fitted curve at half-maximal effect; % is scaled to controls: 0 for no effect and ±100 for the full control effect; nearly all actives have a fitted effect of over 60% in size
#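 Nrf2 function is reported as luminescence of an ARE-controlled luciferase in A549 cells. Compounds were tested at several concentrations, and a CellTiter-Fluor read on the same wells flagged cytotoxicity.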
# * hit, by the source's call; i = inactive; ? = inconclusive; . = no result given; [ ] = remark or other dose. Unless noted, calls follow the shape of the dose curve; as a rule, active = well fitted curve in the direction sought with a large enough effect; inconclusive = small, poorly fitted or top-dose-only effect, or another doubt; inactive = no such curve, though single readings can be large; an effect the other way counts as inactive or inconclusive.
SMILES,S2 tox,Nrf2 ARE act,ATXN2 expr inh,HepG2 viability,IL-1B inflam inh,MCF10A rerep,A549 tox,TGFb SMAD3 inh,Nrf2 inh
C=CCc1cccc2cc(C(=O)NCCc3c(C)[nH]c4c(C)cccc34)c(=O)oc12,i,0.4%,10%,3%,.,.,-10%,1%,4%
COc1ccc2ccccc2c1CNCCCN1CCOCC1,i,-0.1%,-13%,4%,4,-3%,-13%,-1%,?
CC1CCCCN1C(=O)c1cc(Cl)ccc1[N+](=O)[O-] (stereo not given),i,0.0%,-6%,13%,27,1%,0%,-1%,3%
CCC(CC)C(=O)N(c1ccc(F)cc1)C1C=CS(=O)(=O)C1 (stereo not given),i,-0.1%,-7%,-3%,-4,-2%,2%,21%,?
O=C(COC(=O)CSc1ccc(Br)cc1)NCc1ccco1,?,-0.6%,-11%,0%,9,3%,1%,-9%,-12%
O=C(CO/N=C/c1ccc(OC(F)F)cc1)NC1CCCCCC1,i,1.6%,-24%,-18%,-57*,11%,8%,8%,?
Cn1c(NNC(=O)/C=C/c2ccc3c(c2)OCO3)cc(=O)n(C)c1=O,i,1.8%,-6%,-11%,20,4%,2%,-4%,-14%
CCCc1cnc(N2CCN(C(=S)NC)CC2)nc1,i,3.0%,63%[activator],3%,-12,2%,3%,0%,?
C[C@H](CO)N1C[C@H](C)[C@@H](CN(C)C(=O)Nc2ccc3c(c2)OCO3)Oc2ccc(NS(=O)(=O)c3cn(C)cn3)cc2C1=O,i,0.5%,9%,-8%,29,-59%[inhibitor],2%,8%,12%
O=C(COc1ccccc1)NCCc1csc(-c2ccc(F)cc2)n1,i,3.9%,-23%,-18%,.,.,20%,1%,.
COc1ccc(-c2cc(C(F)(F)F)n3nc(N)nc3n2)cc1,i,2.3%,28%,-10%,-20,38%,-6%,14%,.
Cc1ccc(-c2csc(=Nc3cccnc3)n2CCCN2CCCC2=O)cc1C,i,5.3%,6%,-54%,-51*,25%,-4%,-9%,?
Cc1ccc(NC(=S)Nc2cc(C)on2)cc1,?,-0.6%,0%,-35%,24,0%,-14%,-2%,?
COc1ccccc1C(=O)NCC(=O)NCC1(N2CCCCC2)CCCCC1,i,-0.6%,-4%,5%,5,2%,0%,0%,0%
O=C(COC(=O)/C=C/c1ccc(Br)o1)NC1CCCCC1,.,-0.8%,-21%,0%,10,-1%,5%,1%,19%
O=C(O)c1nccnc1C(=O)Nc1ccc(Cl)cn1,i,-0.2%,2%,-19%,19,7%,3%,-19%,4%
CSc1nc2ccc(S(=O)(=O)N3CCCCC3)cc2s1,i,0.4%,-7%,0%,-8,-1%,9%,5%,5%
CC(=O)Nc1ccc(/C=N/Nc2nc3ccccc3[nH]2)cc1,?,5.5%,.,-76%,-94*,7%,-8%,?,?
CCCCCC/C(C)=C1/SC(=S)NC1=O,i,3.5%,-2%,-29%,14,?,1%,?,-14%
Cc1ccc(C2CC(=O)C(C=NCCN3CCN(CC(=O)Nc4cc(C)cc(C)c4)CC3)=C(O)C2)cc1 (stereo not given),i,-0.4%,.,4%,8,11%,8%,2%,?
Clc1ccccc1OCCn1nnc2ccccc21,i,3.8%,39%[activator],21%,-19,-1%,-10%,-7%,?
Cc1nc(N2CCCC2)c2c(C(=O)N3CCN(c4ccccc4)CC3)c(C)oc2n1,.,-0.5%,.,2%,.,.,0%,-3%,?
CC(=O)Oc1ccc(C23c4ccccc4C2(OC(C)=O)c2cc(OC(C)=O)ccc23)cc1 (stereo not given),?,11%,?,-17%,-93*,5.2µM*,?,?,?
O=C(NC1CCCCC1)C(=S)N1CCCC1,i,1.8%,-5%[2.22 µM],1%,5,-26%,-3%,-2%,1%
Clc1ccc(-c2nc3ccc(Br)cn3c2Cc2ccccc2)cc1,?,4.7%,23%,-30%,18,.,.,5%,.
COC(=O)C(O)(CC(=O)Nc1ccc(C)c(F)c1)C(F)(F)F (stereo not given),i,-0.6%,0%,1%,15,5%,-4%,0%,7%
CCCCOC(=O)c1ccc(NC(=O)C(=O)NCCN(C)C)cc1,i,2.9%,.,-24%,-14,0%,-2%,-7%,-16%
N#Cc1ccc(/C=C/C(=O)c2ccc3c(c2)OCO3)cc1,?,0.2%,.,-1%,-69*,?,-5%,-6%,6%
CCCCNC(=O)C1CCCNC1=O (stereo not given),i,-0.3%,6%,-32%,5,5%,-2%,-18%,-14%
CCCCNc1nc2c(S(=O)(=O)c3ccc(C)c(C)c3)nnn2c2ccsc12,.,-0.8%,.,3%,.,.,-1%,22%,-4%
COC(=O)[C@]12CCCCC=C1N(Cc1ccc(Cl)cc1Cl)C(=O)[C@H](CC(=O)NCCc1ccccc1OC)C2,?,3.7%,?,.,-61*,.,.,.,.
CC(Cc1cccs1)NC(=O)CCCn1nnnc1CN1CCOCC1 (stereo not given),i,0.4%,-4%,-7%,8,1%,-3%,-18%,6%
O=C(NCCc1csc2nc(-c3cccc(F)c3)nn12)c1ccc(Br)o1,?,8.7%,-31%,-25%,.,.,5%,-7%,.
CCOc1cccc(N(C(=O)CNC(=O)c2ccco2)C(C(=O)NCC2CCCO2)c2ccccc2)c1 (stereo not given),i,0.1%,-22%,-20%,-8,-4%,0%,8%,6%
Cc1cc(C)c2c(n1)nn1c(C)c(CCC(=O)NCc3ccco3)c(C)nc21,i,1.0%,-4%,2%,-21,1%,?,7%,-21%
C=CCOc1ccccc1/C=c1\sc2nc(-c3oc4ccccc4c3C)nn2c1=O,i,0.4%,5%,0%,4,0%,-3%,3%,6%
Cc1ccc(S(=O)(=O)N2CCOCC2)cc1NC(=O)COC(=O)c1cccc(Cl)c1Cl,i,2.4%,7%,8%,3,2%,0%,-5%,8%
O=C(NCCN1CCOCC1)c1cccc(Br)c1,i,0.1%,12%,-29%,-3,-5%,0%,-1%,-11%
Cc1ccc(C)c(N2CCN(C(=O)c3ccc(Cn4c(=O)[nH]c5ccccc5c4=O)cc3)CC2)c1,i,-0.5%,-27%,-20%,-16,10%,-22%,?,7.3µM*
O=C1NC(Cc2ccc(O)cc2)c2nc3cc(F)c(F)cc3c(=O)n2-c2ncccc21 (stereo not given),?,4.9%,?,3%,-23,.,.,-9%,.

# Copied from the entries so far, 4 compounds:
SMILES,S2 tox,Nrf2 ARE act,ATXN2 expr inh,HepG2 viability,IL-1B inflam inh,MCF10A rerep,A549 tox,TGFb SMAD3 inh,Nrf2 inh
Clc1ccccc1OCCn1nnc2ccccc21,i,3.8%,39%[activator],21%,-19,-1%,-10%,-7%,?
Cc1nc(N2CCCC2)c2c(C(=O)N3CCN(c4ccccc4)CC3)c(C)oc2n1,.,-0.5%,.,2%,.,.,0%,-3%,?
CC(=O)Oc1ccc(C23c4ccccc4C2(OC(C)=O)c2cc(OC(C)=O)ccc23)cc1 (stereo not given),?,11%,?,-17%,-93*,5.2µM*,?,?,?
O=C(NC1CCCCC1)C(=S)N1CCCC1,i,1.8%,-5%[2.22 µM],1%,5,-26%,-3%,-2%,1%

# The listing picks up, repeating the two entries before the break.
SMILES,S2 tox,Nrf2 ARE act,ATXN2 expr inh,HepG2 viability,IL-1B inflam inh,MCF10A rerep,A549 tox,TGFb SMAD3 inh,Nrf2 inh
Cc1ccc(C)c(N2CCN(C(=O)c3ccc(Cn4c(=O)[nH]c5ccccc5c4=O)cc3)CC2)c1,i,-0.5%,-27%,-20%,-16,10%,-22%,?,7.3µM*
O=C1NC(Cc2ccc(O)cc2)c2nc3cc(F)c(F)cc3c(=O)n2-c2ncccc21 (stereo not given),?,4.9%,?,3%,-23,.,.,-9%,.
CC(C)(C)c1ccc(C2=NC(=O)C(CC(=O)O)S2)cc1 (stereo not given),i,-0.7%,10%,0%,-11,11%,4%,1%,?
Cc1ccc(C)c(NC(=O)CCCn2nc(C)c3sc4ccccc4c3c2=O)c1,.,2.7%,.,1%,.,.,-6%,?,?
O=C1NC[C@@H](CCCCN2C[C@H](Cc3ccc(O)cc3)N(CCc3ccccc3)C(=O)C2=O)N(Cc2ccccc2)C1=O,i,0.0%,-3%,.,-5,.,.,.,.
COC(=O)c1ccccc1NC(=S)NC(=O)COc1ccccc1,i,0.6%,-5%,-16%,23,-2%,14%,-10%,.
CC1=C(C(=O)N2CCCCCC2)CC(CC(=O)NC(c2ccccc2)c2ccccc2)C(=O)N1Cc1ccccc1 (stereo not given),i,-1.4%,-5%,-19%,?,.,.,-7%,.
O=C(Nc1cccc(S(=O)(=O)Nc2ccc(Cl)cc2)c1)c1ccc2c(c1)OCCO2,?,9.6%,?,-13%,-81*,?,16µM*,?,10µM*
COc1ccc(OC)c(N(CC(=O)NCCSc2ccccc2)S(C)(=O)=O)c1,i,0.0%,2%,-17%,-1,0%,-15%,0%,-11%
Cc1cc(=O)c2n(Cc3ccc(Cl)cc3)nc[n+]2[nH]1,i,2.6%,-3%,3%,-18,7%,11%,0%,5%
Cc1cc(Cl)ccc1NC(=S)N1CCC(C(N)=O)(N2CCCCC2)CC1,?,-0.3%,8%,0%,17,6%,-14%,3%,-6%
O=C(CSc1nc2ncccc2[nH]1)c1ccc2c(c1)OCO2,?,0.7%,18%,-40%,-10,2%,-3%,0%,7%
O=C(NCc1nnc(SCC(=O)N2CCCC2)o1)c1cccc(C(F)(F)F)c1,i,0.0%,-5%,0%,10,2%,-4%,-2%,-14%
Nc1nnc(CC(=O)N/N=C\c2cc([N+](=O)[O-])ccc2O)s1,i,2.2%,16%,-5%,24,4%,-2%,2%,17%
N=C(N)SCc1nc2ccccc2c(=O)n1-c1ccccc1Cl,?,21%,29%,-2%,?,?,-6%,-2%,?
COc1ccc(CNC(=O)c2cc3cccc4c3n2CC(C)S4)cc1OC (stereo not given),.,2.8%,.,-39%,.,.,0%,-23%,?
O=C(NCCCO)C(=O)NCc1ccccn1,i,-0.6%,9%[11.3 µM],-1%,6,-7%,8%,-1%,25%
